HCMV inh = inhibitors of human cytomegalovirus; activity change, negative = inhibition, % at 57.5 µM; 4.5% of 410,000 active; HFF cells, HCMV-luciferase reporter, 72 h; stronger effect = lower value; in the data active = activity change below about -60%; inconclusive = no clear call, values can overlap the other calls; inactive = above about -39%
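After 16 h attachment at 37C, HFF cells received test compound and HCMV-luciferase (1 PFU/cell); reporter luminescence read 72 h later, data normalized against buffer-only and known inhibitor Salinomycin.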
TbPYK inhibitor = blocks Trypanosoma brucei pyruvate kinase. Potency, µM (doses to about 76.8 µM), without a hit: at the highest dose activity, negative = inhibition, hits mostly inhibitors. TbPYK enzyme, Kinase-Glo Plus ATP luminescence, 45 min. 0.12% of 410,000 active. Q57TT1; also: potency is read from the fitted curve at half-maximal effect; nearly all actives have a fitted effect of over 50% in size
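Glycolytic pyruvate kinase of T. brucei was incubated with substrate, test compound and 130 uM ADP for 45 minutes at room temperature. Luminescent Kinase-Glo Plus signal was measured after 10 minutes.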
AmpC inh detg = inhibitors of E. coli AmpC beta-lactamase with detergent. P00811. AmpC hydrolysis of nitrocefin, absorbance 480 nm, 0.01% Triton. Potency, µM (doses to about 114 µM), for the others: at the top dose activity change, negative = inhibition, most hits filed as inhibitors. 0.041% of 370,000 active. AID 485294;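 also: potency is read from the fitted curve at half-maximal effect; 0% = no-compound wells and -100% = no-enzyme wells; nearly all actives have a fitted effect of over 25% in size; some results filed as inactive show a strong effect at the top dose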
Target sequence (P00811 whole entry, looked up): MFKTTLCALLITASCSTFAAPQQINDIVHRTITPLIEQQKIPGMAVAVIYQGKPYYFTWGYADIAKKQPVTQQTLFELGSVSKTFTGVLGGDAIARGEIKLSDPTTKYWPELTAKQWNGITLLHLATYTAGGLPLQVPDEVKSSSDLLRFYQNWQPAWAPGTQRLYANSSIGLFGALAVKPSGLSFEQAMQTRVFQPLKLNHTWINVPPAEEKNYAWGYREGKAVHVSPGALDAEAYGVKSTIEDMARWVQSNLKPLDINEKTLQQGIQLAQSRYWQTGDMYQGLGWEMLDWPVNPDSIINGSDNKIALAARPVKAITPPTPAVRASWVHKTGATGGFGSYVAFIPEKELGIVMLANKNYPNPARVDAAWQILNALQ
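20 mM phosphate pH 7.0 + 0.01% (detergent screen) or 0.0001% Triton X-100; 5.3 nM AmpC reagent; cpd preinc 15 min RT; nitrocefin (800 uM stock) to start; A480 q20 s × 4 min; Activity was normalised to no-enzyme and no-compound control wells.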
AmpC no deterg = inhibitors of E. coli AmpC beta-lactamase without detergent | P00811 | AmpC nitrocefin hydrolysis, absorbance 480 nm, 0.0001% Triton | Potency, µM (titrated, usually from 57.1 µM), without a hit: at the top dose activity change, negative = inhibition, usual class: inhibitors | 0.52% of 330,000 active | AID 485341;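 also: potency is read from the fitted curve at half-maximal effect; plate controls were no compound for no effect and no enzyme for full effect; nearly all actives have a fitted effect of over 20% in size; some results filed as inactive show a strong effect at the top dose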
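AmpC (5.3 nM in the dispensed reagent) in 20 mM phosphate pH 7.0 with 0.01% (detergent screen) or 0.0001% Triton X-100 was preincubated with compounds for 15 min at room temperature. Nitrocefin was then added from an 800 uM solution, and hydrolysis was followed at 480 nm.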
AMA1 RON2 block = disrupts binding of P. falciparum AMA1 to RON2 | AlphaScreen AMA1-biotinylated RON2 peptide binding | 0.2% of 360,000 active | AID 720542 | Potency, µM (top dose mostly 58.2 µM), without a hit: at the highest dose activity change, negative = inhibition, usual class: inhibitors;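 also: potency is read from the fitted curve at half-maximal effect; 0% = vehicle wells and -100% = peptide control; nearly all actives have a fitted effect of over 45% in size; some results filed as inactive show a strong effect at the top dose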
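AMA1 (3D7) with his tag at 25 nM final met compounds first, then biotinylated RON2 peptide at 25 nM; detection used donor plus acceptor beads, 10 µg/mL apiece, read by AlphaScreen after 30 min at room temperature.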
HCV inh = blocks hepatitis C virus. Potency, µM (series often up to 41.8 µM), inactives show at the top dose activity change, negative = inhibition, usual class: inhibitors. 3.4% of 340,000 active. Huh7.5.1 HCVcc-Cre infection, luciferase reporter, 44 h; also: potency is read from the fitted curve at half-maximal effect
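HCVcc-Cre virus at an moi near 0.5 was added right after compound to cells cultured 4 h from seeding (1,000 cells/well). Luciferase activity was determined 44 h later, 15 min after substrate addition at RT.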
LmPK inhibitor = blocks Leishmania mexicana pyruvate kinase activity. 0.37% of 290,000 active. purified LmPK, Kinase-Glo ATP luminescence, 1 h. Potency, µM (doses to about 57.5 µM), for inactives: top-dose activity change, negative = inhibition, hits mostly inhibitors. Q27686; also: potency is read from the fitted curve at half-maximal effect
Target sequence (Q27686 whole entry, looked up): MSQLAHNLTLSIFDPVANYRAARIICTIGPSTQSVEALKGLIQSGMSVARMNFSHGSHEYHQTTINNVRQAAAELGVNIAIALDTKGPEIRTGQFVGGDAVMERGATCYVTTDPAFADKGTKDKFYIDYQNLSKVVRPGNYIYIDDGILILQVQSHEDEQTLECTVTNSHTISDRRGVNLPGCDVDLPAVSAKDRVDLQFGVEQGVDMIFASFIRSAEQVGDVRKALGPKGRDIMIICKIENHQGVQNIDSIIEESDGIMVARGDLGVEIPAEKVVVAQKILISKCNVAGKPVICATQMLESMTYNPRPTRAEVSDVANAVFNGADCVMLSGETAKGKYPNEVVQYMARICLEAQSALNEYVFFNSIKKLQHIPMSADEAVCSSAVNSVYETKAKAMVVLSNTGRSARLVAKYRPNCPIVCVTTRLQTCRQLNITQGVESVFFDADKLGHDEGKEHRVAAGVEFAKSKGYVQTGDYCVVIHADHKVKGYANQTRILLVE
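Purified LmPK (0.1 nM) with 0.5 mM PEP and 0.1 mM ADP in imidazole buffer pH 7.2 with MgCl2/KCl, 1 h at room temperature. ATP formed was read by luciferase luminescence and normalized to no-enzyme and uninhibited controls.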
The depositor's hits bear a star; u = inconclusive; x = no result given; [ ] = dose if it differs, or a comment. Unless noted, calls follow the shape of the dose curve; as a rule, active = well fitted curve in the direction sought with a large enough effect; inconclusive = small, poorly fitted or top-dose-only effect, or another doubt; inactive = no such curve, though single readings can be large; an effect the other way counts as inactive or inconclusive. Unless noted, % is scaled to controls: 0 for no effect and ±100 for the full control effect.

SMILES	HCMV inh	TbPYK inhibitor	AmpC inh detg	AmpC no deterg	AMA1 RON2 block	HCV inh	LmPK inhibitor
COC(=O)c1c(NC(=O)CSc2nnc3ccccn23)sc2c1CCC2	-27	-12%	-7%	28%	-5%	-23%	-2%
CC(C)c1ccc(Nc2nc(Cl)nc(NCc3ccco3)n2)cc1	-38	5%	7%	-50%	24%	u	7%
CC(C)OCCCNc1nc(Cl)nc2c1cnn2C	5	-1%	x	x	-8%	-19%	x
Nc1ncnc(Oc2ccccc2F)c1[N+](=O)[O-]	-15	2%	1%	-12%	24%	7%	0%
CCc1nc2ccc(C(=O)NCc3ccc(N(C)C)cc3)cc2nc1CC	-5	3%	-6%	x	x	x	x
N#Cc1c(-c2ccc(F)cc2)c2c([nH]c1=O)-c1ccccc1OC2	21	1%	-2%	-43%	7%	15%	6%
Cc1cccc(Nc2ccccc2)c1	-3	2%	-10%	-12%	1%	u	-3%
Cc1ccc(CNC(=O)Cn2c(=O)n(Cc3ccccc3)c(=O)c3sc4ccccc4c32)cc1	-4	-3%	-2%	x	x	x	x
O=C(Nc1cccc(S(=O)(=O)N2CCCC2)c1)[C@H]1C[C@H](O)[C@@H](CO)O1	40	3%	x	x	18%	x	x
COc1ccccc1C1CCN(Cc2ccccc2Cl)CC1	20	0%	-20%	-21%	-19%	-5%	0%
O=C(CC1SC(=O)NC1=O)Nc1ccc(Cl)cc1 (configuration not stated)	-20	-1%	-4%	-24%	83%[activator]	8%	6%
O=C(COC(=O)Cc1cccc(C(F)(F)F)c1)Nc1ccc2[nH]c(=O)[nH]c2c1	-34	2%	u	-22%	7%	0%	x
COc1ccc(CCNc2ncnc3[nH]ncc23)cc1OC	u	3%	2%	-16%	6%	u	4%
c1csc(C(c2nnnn2C2CCCC2)N2CCOCC2)c1 (configuration not stated)	-21	-5%	-7%	-5%	49%[activator]	-1%	2%
COC(=O)CSc1ncc2c(n1)-c1ccccc1N(Cc1ccc(Cl)cc1)S2(=O)=O	0	-1%	5%	x	x	x	x

Reprinted from above (two entries):
SMILES	HCMV inh	TbPYK inhibitor	AmpC inh detg	AmpC no deterg	AMA1 RON2 block	HCV inh	LmPK inhibitor
CCc1nc2ccc(C(=O)NCc3ccc(N(C)C)cc3)cc2nc1CC	-5	3%	-6%	x	x	x	x
N#Cc1c(-c2ccc(F)cc2)c2c([nH]c1=O)-c1ccccc1OC2	21	1%	-2%	-43%	7%	15%	6%

The main list resumes with the five entries that preceded the break.
SMILES	HCMV inh	TbPYK inhibitor	AmpC inh detg	AmpC no deterg	AMA1 RON2 block	HCV inh	LmPK inhibitor
O=C(CC1SC(=O)NC1=O)Nc1ccc(Cl)cc1 (configuration not stated)	-20	-1%	-4%	-24%	83%[activator]	8%	6%
O=C(COC(=O)Cc1cccc(C(F)(F)F)c1)Nc1ccc2[nH]c(=O)[nH]c2c1	-34	2%	u	-22%	7%	0%	x
COc1ccc(CCNc2ncnc3[nH]ncc23)cc1OC	u	3%	2%	-16%	6%	u	4%
c1csc(C(c2nnnn2C2CCCC2)N2CCOCC2)c1 (configuration not stated)	-21	-5%	-7%	-5%	49%[activator]	-1%	2%
COC(=O)CSc1ncc2c(n1)-c1ccccc1N(Cc1ccc(Cl)cc1)S2(=O)=O	0	-1%	5%	x	x	x	x
CSc1ccc(C(O)c2ncc(-c3cccc(OCc4ccccc4)c3)[nH]2)cc1 (configuration not stated)	u	-9%	x	x	-6%	x	x
COc1ccc(-n2c(SCC#N)nnc2-c2cccnc2)cc1	-32	-6%	-8%	-17%	-3%	22%	2%
CCn1cc(S(=O)(=O)c2ccc(Cl)cc2)c(=O)c2cc(OC)ccc21	0	4%	2%	-3%	-7%	u	6%
CN(CCNC(=O)C1CCC(=O)N(Cc2ccc(Cl)cc2)C1)CCc1ccccc1 (configuration not stated)	34	3%	-2%	174%[activator]	-13%	11%	-7%
Cc1ccc2c(c1)c(=O)c1ccccc1n2CCCC(=O)Nc1ccc(C)c(C)c1	-61*	2%	-7%	x	x	x	x
CC(C)C(=O)Nc1cccc(COc2ccc(CN(CCc3ccccc3)C(=O)OC(C)(C)C)cc2)c1	-21	3%	x	x	-5%	-59%	x
O=C(c1cccc(Br)c1)N1CCCC1	-13	4%	2%	-14%	-2%	19%	11%
CCOC(=O)C(CCC#N)(CCC#N)C(=O)OCC	-12	8%	u	-13%	-4%	17%	1%
Cc1ccc(S(=O)(=O)NC(=O)N2CCC(C)CC2)cc1	x	x	-17%	-20%	x	x	3%
COC(=O)c1cc2sc(Cl)cc2n1CC(=O)Nc1cc(OC)cc(OC)c1	-21	-4%	13%	x	x	x	x
COC(=O)C1CCCN1S(=O)(=O)c1ccc([N+](=O)[O-])cc1 (configuration not stated)	17	3%	u	-5%	-6%	3%	-1%
Cn1c(CN2CCCCC2)nc2cc(NS(=O)(=O)c3ccc(Cl)cc3)ccc21	-19	1%	0%	-27%	10%	-9%	-4%
Cc1cccc(NC(=O)CSc2nnc(CSc3nc(C)cc(C)n3)n2Cc2ccco2)c1	-7	4%	u	61%[activator]	-19%	u	-2%
Cc1ccc(-c2csc(=S)n2CC(=O)OCC(=O)NCc2ccco2)cc1	47	-11%	u	-30%	-14%	u	1%
O=C(COC(=O)c1cncc(Br)c1)Nc1ccc(N2CCCCC2)cc1	0	-8%	8%	-16%	-14%	3%	x
Cc1onc(-c2ccccc2Cl)c1C(=O)N1CCN(c2ccc(F)cc2)CC1	0	-3%	3%	92%[activator]	-1%	-21%	2%
Cc1ccc(CCNC(=O)CNS(=O)(=O)c2ccc3nc(C)sc3c2)cc1	6	1%	-6%	16%	11%	-8%	-7%
CCN(CC)CCCN1C(=O)C(=O)/C(=C(/O)c2ccc(OC)cc2)C1c1ccco1 (configuration not stated)	0	4%	x	x	7%	-13%	x
CC(=O)Cc1nsc(NC(=O)c2cn(-c3ccccc3)nc2-c2ccc(Br)cc2)n1	-1	x	-4%	-52%	-8%	u	8%
Nc1nc(SCc2cccnc2)c2ncn(C3OC(CO)C(O)C3O)c2n1 (configuration not stated)	28	3%	x	x	-15%	20%	x
CCn1c2ccccc2c2cc(NC(=O)C(C)OC(=O)c3ccc(NC(=O)CC#N)cc3)ccc21 (configuration not stated)	u	-8%	-6%	-36%	14%	u	x
CCCC(C)NC(=O)c1cc(C(=O)OC)cc([N+](=O)[O-])c1 (configuration not stated)	9	-12%	-8%	-28%	-2%	-20%	-5%
CC(OC(=O)c1ccccc1Br)C(=O)Nc1nc(-c2cccc([N+](=O)[O-])c2)cs1 (configuration not stated)	32	6%	-6%	-26%	16%	u	2%
CCN(Cc1ccccc1)C(=O)Nc1ccc2c(c1)N(C)C(=O)c1ccccc1S2	-5	-1%	23%	x	x	x	x
CSc1c(C#N)sc(=S)n1-c1ccc(C)cc1	2	-3%	4%	-20%	-25%	19%	5%
COC(=O)CN1C(=O)CSc2ccc(S(=O)(=O)N3CCOCC3)cc21	-32	4%	28%	x	x	x	x
CCn1c(C(Cc2ccccc2)NC(=O)COC)nc2ccccc21 (configuration not stated)	47	4%	-20%	u	0%	27%	2%
O=c1oc2ccccc2cc1-c1cn2cc(Cc3ccc(Br)cc3)sc2n1	19	1%	-7%	x	x	x	x
CCOc1ccc(CCN2C(=O)C(=O)N([C@@H](CC(C)C)CN3CCC[C@H]3CN3C(=O)C(=O)NC[C@@H]3CC(C)C)C[C@@H]2Cc2ccc(O)cc2)cc1	-37	8%	x	x	-13%	x	x
CCN(c1ccc(C)cc1C)S(=O)(=O)c1nnc(NC(=O)c2ccccc2OC)s1	-17	-10%	22%	x	x	x	x
CC(C)(C)OC(=O)N1CCOCCOCCNCCOCCOCC1	1	-5%	5%	-2%	-3%	12%	4%
COc1ccc(NC(=O)Cn2c(=O)n(CCc3ccccc3)c(=O)c3c4c(sc32)CCCC4)cc1	-13	2%	-2%	x	x	x	x
CCOc1ccc(C2=Nc3ccccc3C(c3ccc(N4CCOCC4)cc3)=NN2)cc1	u	2%	-14%	39%	-1%	u	-5%
O=C(NCCc1ccc(O)c(Br)c1)c1ccc(Br)o1	-24	3%	x	x	0%	x	x
Cc1cc(C)cc(C(=O)Nc2ccncc2)c1	16	0%	1%	-12%	6%	-14%	3%
COc1ccc(-c2cc(C(=O)Oc3cccc(C)c3)c3cc(C)ccc3n2)cc1	22	-11%	17%	x	x	x	x
O=[N+]([O-])c1cc(/C=N/Nc2nc3ccccc3[nH]2)c(O)cc1O	-99*	-13%	-17%	-33%	u	u	0%
COc1ccc(C(=O)C2CCCN(CC3CCCCC3)C2)cc1OC (configuration not stated)	5	0%	x	x	-18%	x	x
Cc1ccc(Sc2ncccc2N)cc1	30	4%	x	x	-28%	2%	x
CCOc1ccc(/C=C(/C#N)c2nnc(N3CCOCC3)n2-c2ccccc2)cc1OC	-38	3%	x	x	-8%	2%	x
C#CCOCC1CN(c2ccccc2)C(=O)O1 (configuration not stated)	26	-2%	x	x	-5%	x	x
N/C(=N\OC(=O)CCCc1ccccc1)c1ccccn1	-20	0%	-13%	-21%	23%	21%	u
CC[C@H]1c2[nH]c3ccccc3c2C[C@H]2C(=O)N(c3ccc(F)cc3)C(=O)N21	-7	-6%	-6%	-7%	-2%	u	x
COc1ccc(/C=C/C(=O)OCC(=O)NCc2cccs2)cc1OC	-23	-10%	-14%	-19%	-3%	u	-2%
Cn1c(N)c(S(=O)(=O)N2CCN(c3cccc(Cl)c3)CC2)c(=O)n(C)c1=O	17	0%	2%	0%	14%	4%	-2%
COc1ccccc1NC(=O)CSc1nc2sc3c(c2c(=O)n1-c1ccccc1)CCN(C)C3	u	-7%	-3%	131%[activator]	-12%	-9%	4%
CCS(=O)(=O)Nc1ccc(C2=NN(C(=O)c3ccco3)C(c3cccs3)C2)cc1 (configuration not stated)	-6	-1%	3%	-44%	5%	-6%	3%
CCc1cccc(NC(=O)CCS(=O)(=O)c2cc(Br)cc3c2N(C(C)=O)CC3)c1	-8	5%	7%	x	x	x	x
CCOc1ccc(C2/C(=C(\O)c3ccc4c(c3)OCCO4)C(=O)C(=O)N2CCCN2CCOCC2)cc1OC (configuration not stated)	-27	1%	-1%	-12%	-8%	-3%	3%
CCCN(C(=O)c1cc(S(=O)(=O)N2CCc3ccccc32)cn1C)c1ccc(OCC)cc1	-75*	0%	-8%	x	x	x	x
COc1ccc(OCc2cc(C(=O)NC(C)Cc3cccnc3)no2)c(Cl)c1 (configuration not stated)	-12	-3%	1%	64%[activator]	6%	u	11%
COC(=O)c1cn(-c2ccc(Cl)cc2)c(=O)c2ccccc12	-14	-3%	2%	-13%	-2%	u	5%
